# Screening data: PubChem, Sanford-Burnham Center for Chemical Genomics
# SENP1 inh: human SENP1 catalytic domain inhibitors, primary screen, biochemical, FRET, uHTS; inhibition, % at 10 µM; AID 624204, 2012; recombinant SENP1 catalytic domain, CyPet-SUMO1-YPet FRET cleavage; actives 0.21% (n = 360,000);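 active = inhibition at least 30% at 10 µM, raw YFP signal under a set limit, fluorescence ratio 0.5 to 1.5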;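 note: 0% = enzyme with DMSO and 100% = no enzyme wells; some results filed as inactive read as strong as hits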
#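 Test system: recombinant human SENP1 catalytic domain, His6-tagged / Medium: pH 8 Tris buffer with EDTA, NaCl, BME, BSA, NP40, catalase / Also added: SUMO1 FRET substrate flanked by Cypet and Ypet, 25 nM / Times: 50 min reaction at room temperature / Signal: FRET, CFP and YFP emission / Control set: no-enzyme low control and enzyme-plus-DMSO high control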
# UBC13 polyUb: UBC13 polyubiquitin chain formation inhibitors, primary screen, biochemical, TR-FRET, uHTS | Ubiquitin-conjugating enzyme E2 N (Homo sapiens), P61088 | inhibition, % at 20 µM | actives 0.47% (n = 330,000); in the data active = inhibition above about 45%, passing the limit was not always enough
# APOBEC3G inh: APOBEC3G DNA deaminase inhibitors, primary screen, biochemical, fluorescence, single-stranded DNA substrate, uHTS; inhibition, % at 20 µM; actives 0.28% (n = 330,000); recombinant A3G, ssDNA deamination FAM/TAMRA fluorescence; DNA dC->dU-editing enzyme APOBEC-3G (Homo sapiens), Q9HC16;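 active = inhibition of at least 40% at 20 µM, with no more than 30% in the related APOBEC3A deaminase screen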;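 note: plate controls were DMSO wells with A3G for no effect and wells lacking A3G enzyme for full effect; some compounds called inactive have numbers as strong as hits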
# Target sequence (Q9HC16 whole entry, looked up): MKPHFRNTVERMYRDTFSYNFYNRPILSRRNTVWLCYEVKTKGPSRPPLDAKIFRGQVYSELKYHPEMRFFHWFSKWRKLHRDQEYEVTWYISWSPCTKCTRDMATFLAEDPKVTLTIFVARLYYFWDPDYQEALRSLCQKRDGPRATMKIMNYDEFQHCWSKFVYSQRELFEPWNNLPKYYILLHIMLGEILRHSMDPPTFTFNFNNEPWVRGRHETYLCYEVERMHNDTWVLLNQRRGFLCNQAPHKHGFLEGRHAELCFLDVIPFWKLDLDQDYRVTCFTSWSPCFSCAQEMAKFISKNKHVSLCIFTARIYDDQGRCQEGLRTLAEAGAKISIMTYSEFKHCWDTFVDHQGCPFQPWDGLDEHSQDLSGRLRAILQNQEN
# Apaf1 inhib: inhibitors of human Apaf-1 apoptosome, primary screen, biochemical, DEVD-Rh110 fluorescence, uHTS; inhibition, % at 20 µM; reconstituted apoptosome caspase-3 activity; actives 0.71% (n = 330,000); active = inhibition of at least 40% at 20 µM;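 note: plate controls were DMSO wells for no effect and DEVD-CHO caspase inhibitor wells for full effect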
#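 Assay system – apoptosome proteins · Medium – Hepes buffer, pH 7.5 · Also added – cytochrome c with DEVD-Rh110 · Timing – 30 min compound preincubation, 50 min activation, room temperature · Detection – Rh110 fluorescence, excitation 480 nm, emission 540 nm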
# SENP8 block-1: SENP8 protease inhibitors, primary screen, biochemical, luminescence; Sentrin-specific protease 8 (Homo sapiens), Q96LD8; purified SENP8, Z-RLRGG-aminoluciferin cleavage; inhibition, % at 10 µM; actives 1.2% (n = 330,000); AID 2540, 2010; in the data active = inhibition above about 50%
# Target sequence (Q96LD8 whole entry, looked up): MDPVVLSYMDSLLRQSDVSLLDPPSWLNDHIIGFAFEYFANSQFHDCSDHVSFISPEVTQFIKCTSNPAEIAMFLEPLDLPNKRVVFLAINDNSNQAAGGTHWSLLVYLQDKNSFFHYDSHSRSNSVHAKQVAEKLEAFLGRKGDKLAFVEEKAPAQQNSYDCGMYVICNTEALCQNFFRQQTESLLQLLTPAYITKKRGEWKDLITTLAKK
# SENP7 block: SENP7 protease inhibitors, primary screen, biochemical, luminescence, uHTS; actives 1.5% (n = 330,000); inhibition, % at 5 µM; AID 434973, 2010; recombinant SENP7, Z-RLRGG-aminoluciferin luminescence, 40 min; Sentrin-specific protease 7 (Homo sapiens), Q9BQF6;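 active = inhibition above about 50% at the single test dose, limit read from the data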;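 note: plate controls were DMSO with enzyme for no effect and no enzyme buffer wells for full effect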
# Target sequence (Q9BQF6 706-1050 limits assumed): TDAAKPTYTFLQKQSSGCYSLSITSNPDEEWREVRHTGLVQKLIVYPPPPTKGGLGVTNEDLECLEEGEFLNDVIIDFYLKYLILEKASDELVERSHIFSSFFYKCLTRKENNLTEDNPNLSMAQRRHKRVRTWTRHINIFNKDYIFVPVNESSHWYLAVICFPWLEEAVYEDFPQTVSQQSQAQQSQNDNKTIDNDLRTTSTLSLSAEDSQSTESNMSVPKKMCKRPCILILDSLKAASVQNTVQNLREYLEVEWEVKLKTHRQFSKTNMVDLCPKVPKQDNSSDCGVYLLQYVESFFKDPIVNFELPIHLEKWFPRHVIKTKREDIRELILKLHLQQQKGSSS
# SENP6 inh: SENP6 protease inhibitors, primary screen, biochemical, luminescence, uHTS. Recombinant SENP6 catalytic domain, aminoluciferin luminescence. inhibition, % at 10 µM. actives 1.8% (n = 330,000);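 active = inhibition above about 50% at the single tested dose, limit read from the data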;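 note: plate controls were DMSO wells with enzyme for no effect and DMSO wells lacking enzyme for full effect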
# SENP8 block-2: human SENP8 protease inhibitors, primary screen, biochemical, fluorescence, Nedd8 protein substrate, uHTS. Sentrin-specific protease 8 (Homo sapiens), Q96LD8. recombinant SENP8. inhibition, % at 20 µM. actives 0.64% (n = 360,000). AID 602440, 2012; in the data active = inhibition mostly above about 40%, no sharp cut-off; inactive = mostly below about 27%
# * marks the source's active call; other numbers are inactive results; i = inactive; & = joins results of further samples.
SMILES,SENP1 inh,UBC13 polyUb,APOBEC3G inh,Apaf1 inhib,SENP8 block-1,SENP7 block,SENP6 inh,SENP8 block-2
CS(=O)(=O)Nc1ccccc1C(=O)Nc1ccc2c(c1)OCCO2,1,-4,-2,0,1,2,-9,-6
Fc1ccc(F)c(C2=NNC(=NCC3CCCO3)SC2)c1 (stereo unspecified),6,-2,14,2,-8,8,-23,-123
C/C=C/Cn1c(SCc2ccccc2)nc2c1c(=O)[nH]c(=O)n2C,-2,1,-3,5,-9,16,-9,24
CCn1c(SCc2ccc(F)cc2)nnc1-c1nn(-c2ccccc2)ccc1=O,3,-4,-3,-13,0,2,-1,1
Cn1c(SCc2ccc(F)cc2Cl)nc2ccccc2c1=O,0,7,-1,24,-17,-6,-23,0
COc1cc(-c2nnc(SCc3ccccc3Cl)o2)cc(OC)c1OC,1,1,-2,18,-8,3,-14,12
Cc1cccc(N2CCN(C(=S)c3ccccc3)CC2)c1,0,3,-5,-4,-1,4,-11,9
O=C(Cn1nnc2ccccc21)Nc1ccc([N+](=O)[O-])cc1,-2,-12,0,6,-4,0,-22,23
CCCNC(=S)Nc1ccc(Nc2ccccc2)cc1,3,-7,-3,9,-11,0,-13,7
CCNC(=O)CC1C(=O)N(c2ccc(C)cc2)C(=O)N1CCC(C)C (stereo unspecified),0,2,-7,-4,-4,-11,-16,12
O=C1C=C(c2ccc(-c3ccccc3)cc2)C[C@@H](c2ccc(Cl)cc2)C1,2,6,-6,3,6,2,5,-4
O=C(NC(=S)NCCCN1CCOCC1)c1ccc([N+](=O)[O-])cc1,0,1,1,2,5,-2,0,9
S=C(N/N=C/c1ccc2ncccc2c1)Nc1cccnc1,0,-4,-11,-1,1,5,-4,3
Cc1c(C(=O)N(Cc2ccccc2)C(C)C)cnn1-c1ccccc1,3,6,-1,3,-1,4,-14,14
O=C(NCCCc1ccccc1)C1CC1,4,1,-1,-4,-7,-9,-20,9
CCCN(CCC)Cc1cc2ccccc2c2c1COC2,-1,6,1,-8,2,-1,-7,21
CC(=O)Nc1cc(-c2nc3ccccc3o2)ccc1Cl,1,3,-7,-3,-5,4,3,-14
COC(=O)c1ccc(NC(=S)NC2CC2)cc1,5,7,-9,-9,1,8,1,9
CCC1Nc2ncnc(N3CCN(c4ccccc4)CC3)c2N(Cc2ccc(OC)cc2)C1=O (stereo unspecified),-12,-9,-2,26,-12,3,-17,2
COc1ccc(C2CC(c3ccc(OC)cc3)n3nc(NC(=O)c4ccco4)nc3N2)cc1 (stereo unspecified),0,-7,-5,-330,-4,-10,-22,i
COc1ccc(NC(=O)CN2CCC(C(N)=O)CC2)cc1,3,2,1,0,-2,10,-7,33
COc1ccc(CNC(=O)CSc2nccn(-c3ccc(F)c(F)c3)c2=O)cc1,-4,9,-4,0,-2,-2,-2,-419
COc1ccc(CNC(=O)Cn2nc(Cc3cccnc3)c3ccccc3c2=O)cc1,4,6,-2,0,6,2,-10,14
O=S(=O)(c1ccc(N2CCN(S(=O)(=O)c3ccc4c(c3)OCCO4)CC2)nc1)N1CCCC1,1,10,3,18,7,10,13,-13
CCCC(=O)NC(=S)Nc1cccc(NC(=O)c2ccccc2Cl)c1,-1,13,-7,5,0,7,2,10
Cc1ccc(NC(=O)c2ccc(CSc3ccccn3)cc2)cc1,1,-6,7,15,-10,-3,-20,19
CCc1nc(Nc2ccccc2)c2oc3ccccc3c2n1,0,10,0,23,-6,6,-13,-298
CCOC(=O)c1c(-c2ccccc2)csc1NC(=O)C(C)NCCCN1CCOCC1 (stereo unspecified),0,13,-4,6,-3,6,-24,7
Oc1ccc(Cl)cc1-c1cc(C(F)(F)C(F)F)nc(-c2ccccc2)n1,28,4,-4,-5,-1,2,2,-37
CC(C)c1cc(C(=O)N2CCCC(Nc3ccc(F)cc3)C2)n[nH]1 (stereo unspecified),2,-12,1,7,1,8,-12,6
COc1cc(NC(=S)N2CCC(C(N)=O)CC2)cc(OC)c1,-1,10,-5,5,-8,-1,-8,20
Cc1cc(C(=O)CN2C(=O)C(=O)N(Cc3ccco3)C2=O)c(C)n1CCc1ccccc1,-3,-6,-4,7,-1,7,0,-9
Cc1cccc(CCNS(=O)(=O)c2ccc(S(=O)(=O)N3CCCCC3)cc2)c1,1,0,-1,3,-3,2,0,9
CC(=O)c1ccc(N2CCN(CC(=O)N(CC(C)C)c3c(N)n(CC(C)C)c(=O)[nH]c3=O)CC2)cc1,-3,-9,-6,-3,0,3,4,-29
O=c1nc2n(c3ccc([N+](=O)[O-])cc13)CCCCC2,0,-2,-16,-3,-4,-2,-15,6
Cc1cc(C(F)(F)F)n(-c2nc(C(=O)NNS(=O)(=O)c3ccccc3)cs2)n1,2,0,0,0,-1,3,-10,7
CCOc1ccccc1N1CCN(C(=O)c2ccncc2)CC1,4,-6,-7,3,-11,-7,-7,11
NC(=O)C1CCN(c2ccc(S(=O)(=O)N3CCC(Cc4ccccc4)CC3)cn2)CC1,3,20,-10,7,7,10,5,-61
Cc1ccc2cc3cc(C(=O)NCCCN4CCCCCC4)oc3nc2c1,-8,15,-3,8,7,0,1,i
COc1cc(CN2CCCCCC2)cc([N+](=O)[O-])c1O,3,-27,-3,-5,0,-2,-1,19

# An excerpt of these results, with two lines to a compound.
# Under each structure – SENP1 inh | UBC13 polyUb | APOBEC3G inh | Apaf1 inhib | SENP8 block-1 | SENP7 block | SENP6 inh | SENP8 block-2
CCc1nc(Nc2ccccc2)c2oc3ccccc3c2n1
  0 | 10 | 0 | 23 | -6 | 6 | -13 | -298
CCOC(=O)c1c(-c2ccccc2)csc1NC(=O)C(C)NCCCN1CCOCC1 (stereo unspecified)
  0 | 13 | -4 | 6 | -3 | 6 | -24 | 7
Oc1ccc(Cl)cc1-c1cc(C(F)(F)C(F)F)nc(-c2ccccc2)n1
  28 | 4 | -4 | -5 | -1 | 2 | 2 | -37
CC(C)c1cc(C(=O)N2CCCC(Nc3ccc(F)cc3)C2)n[nH]1 (stereo unspecified)
  2 | -12 | 1 | 7 | 1 | 8 | -12 | 6
COc1cc(NC(=S)N2CCC(C(N)=O)CC2)cc(OC)c1
  -1 | 10 | -5 | 5 | -8 | -1 | -8 | 20
Cc1cc(C(=O)CN2C(=O)C(=O)N(Cc3ccco3)C2=O)c(C)n1CCc1ccccc1
  -3 | -6 | -4 | 7 | -1 | 7 | 0 | -9
Cc1cccc(CCNS(=O)(=O)c2ccc(S(=O)(=O)N3CCCCC3)cc2)c1
  1 | 0 | -1 | 3 | -3 | 2 | 0 | 9
CC(=O)c1ccc(N2CCN(CC(=O)N(CC(C)C)c3c(N)n(CC(C)C)c(=O)[nH]c3=O)CC2)cc1
  -3 | -9 | -6 | -3 | 0 | 3 | 4 | -29
O=c1nc2n(c3ccc([N+](=O)[O-])cc13)CCCCC2
  0 | -2 | -16 | -3 | -4 | -2 | -15 | 6
Cc1cc(C(F)(F)F)n(-c2nc(C(=O)NNS(=O)(=O)c3ccccc3)cs2)n1
  2 | 0 | 0 | 0 | -1 | 3 | -10 | 7
CCOc1ccccc1N1CCN(C(=O)c2ccncc2)CC1
  4 | -6 | -7 | 3 | -11 | -7 | -7 | 11
NC(=O)C1CCN(c2ccc(S(=O)(=O)N3CCC(Cc4ccccc4)CC3)cn2)CC1
  3 | 20 | -10 | 7 | 7 | 10 | 5 | -61
Cc1ccc2cc3cc(C(=O)NCCCN4CCCCCC4)oc3nc2c1
  -8 | 15 | -3 | 8 | 7 | 0 | 1 | i
COc1cc(CN2CCCCCC2)cc([N+](=O)[O-])c1O
  3 | -27 | -3 | -5 | 0 | -2 | -1 | 19

# Carrying on.
SMILES,SENP1 inh,UBC13 polyUb,APOBEC3G inh,Apaf1 inhib,SENP8 block-1,SENP7 block,SENP6 inh,SENP8 block-2
CC(=O)Nc1ccc(S(=O)(=O)N2C(C)CCCC2C)cc1 (stereo unspecified),-36,0,2,5,1,-3,5,0
CN(C)c1ccc(C(C#N)c2ccc(Cl)cc2)nn1 (stereo unspecified),-1,-1,0,10,-1,7,-23,4
COc1ccc(C)cc1NC(=O)CO/N=C(\N)CC(=O)Nc1ccccc1OC,-3,-2,-6,-4,3,-2,-2,1
C=CCNc1cc(C)oc(=O)c1C(=O)CCC,1,-8,-7,-3,-7,-7,-11,18
C=CCNC(=O)NC(=O)COC(=O)CCCSc1nc2ccccc2[nH]1,2,-15,2,1,-5,11,-2,25
CCOC(=O)c1c(C)oc2c1C(=O)c1ccccc1C2=O,0,-78,-5,69*,17,10,49,39
CCC(CO)Oc1cc(NCc2ccccc2OC)c2ncn(C(C)C)c2c1 (stereo unspecified),-18,-14,-8,61*,-1,6,-11,2
CCC(C)NC(=O)N[C@@H](CCSC)C(=O)O (stereo partly specified),0,1,-7,-11,1,-5,3,12
O=C(NC(=S)NC(CO)Cc1ccccc1)c1ccc(F)cc1 (stereo unspecified),2,8,-10,2,-8,5,-20,1
CCN(CC)CCNC(=O)c1ccc(NC(C)=O)cc1,1&-4,8,3&-4,1,4,1,-12,14&5
O=C(COc1ccc2c(c1)OCO2)Nc1nccs1,-1,2,-4,6,90*,95*,96*,8
O=C(O)c1ccc2oc(SCC(=O)N3CCCCC3)nc2c1,1,4,0,0,-7,-4,-6,11
CC1=NN(C(=O)COc2ccccc2)C(O)(c2cccnc2)C1 (stereo unspecified),2,0,-7,2,-10,-5,11,9
CCOC(=O)C1CCN(C(=O)CCn2c(=O)[nH]c3ccccc3c2=O)CC1,0,-6,-8,3,0,-8,5,-9
O=C(NCc1ccc2c(c1)OCO2)c1ccccc1,-2,4,-7,0,-14,-7,-2,2
Cc1sc2ncn(CC(=O)N3CCC(C(N)=O)CC3)c(=O)c2c1S(=O)(=O)N1CC(C)CC(C)C1 (stereo unspecified),-13,1,-11,-1,1,-5,11,2
Cc1ccc(CC(=O)Nc2ccncc2)cc1,1,-3,-7,-2,-10,-3,0,11
Cc1cc(/C=N/NC(N)=O)c(C)n1C1CCCCC1,-3,-10,-5,-1,-15,-9,-13,0
CN1CCN(S(=O)(=O)c2ccc(N(C)Cc3cccc(F)c3)nc2)CC1,-1,7,-3,2,-2,-4,0,-25
CC(=O)c1sc2nc(CSc3nnnn3-c3ccccc3)[nH]c(=O)c2c1C,-25,-10,5,1,0,-1,-15,-272
CC1(c2ccccc2)NC(=O)N(N)C1=O (stereo unspecified),4,-2,-3,1,-1,-5,-9,4
COc1ccc(NC(=O)CSc2nncc3ccccc23)cc1,2,11,-3,-18,2,-1,7,11
CN1CCC(N(C)C(=O)COc2ccccc2-c2ccccc2)CC1,-4,-8,11,17,1,2,6,12
